LDHA inh: blocks human lactate dehydrogenase A; P00338; purified LDHA, NADH/diaphorase-resazurin fluorescence; active compounds read low; AID 1347041; hit rate 0.15% among 480,000; activity change, % (values are at about 110 or 230 µM); in the data active = activity change below about -30%; inconclusive = mostly about -25% to -30%;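 note: plate controls were DMSO wells for no effect and wells without enzyme for full effect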
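Human LDH5 at 2 nM final in Tris HCl pH 7.4 with 0.06 mM NADH and 0.2 mM pyruvate, reacted 5 minutes at room temperature. Remaining NADH coupled via diaphorase/resazurin; resorufin fluorescence read at 0 and 20 minutes, normalized to enzyme-free and DMSO wells.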
RGS4 inhibitor: human RGS4 inhibition. hit rate 0.039% among 390,000. Potency, µM (doses to about 114 µM), inactives show at the top dose activity change, negative = inhibition, hits mostly inhibitors. P49798. Transcreener GDP fluorescence polarization, RGS4-accelerated GTP hydrolysis; note: potency is the fitted concentration of half-maximal effect; % is set by controls: 0 for no effect and ±100 for the full control effect; nearly all actives have a fitted effect of over 75% in size; some results filed as inactive show a strong effect at the top dose
Target sequence (P49798 whole entry, looked up): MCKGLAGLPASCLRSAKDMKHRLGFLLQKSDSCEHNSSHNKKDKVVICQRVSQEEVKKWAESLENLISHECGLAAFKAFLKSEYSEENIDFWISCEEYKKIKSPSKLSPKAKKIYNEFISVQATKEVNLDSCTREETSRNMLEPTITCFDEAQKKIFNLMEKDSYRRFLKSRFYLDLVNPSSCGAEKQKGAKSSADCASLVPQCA
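MLSMR compounds (23 nl, pin-transferred) preincubated 10 min at room temperature with a 500nM (2x) first reagent, then RGS4 at 900nM (2x) plus Transcreener GDP mix added; fluorescence polarization (620/688 nm) read before and after 90 min at 30 °C.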
Pol kappa inh: DNA polymerase kappa (human) inhibition. hit rate 0.53% among 400,000. Potency, µM (doses to about 107 µM), for the others: at the top dose activity, negative = inhibition, actives largely listed as inhibitors. purified Pol kappa, fluorescent DNA synthesis assay, 10 min. AID 588579; note: potency is the fitted concentration of half-maximal effect; % is set by controls: 0 for no effect and ±100 for the full control effect
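Enzyme at 10 nM met test compounds for 15 min at room temperature. Substrate addition (50 nM final) began the reaction, which was monitored by fluorescence at 0 and 10 min.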
ERG Ets-DNA blk: inhibitors of human ERG Ets domain-DNA interaction | fluorescence polarization, His-ERG Ets domain / labelled DNA | hit rate 0.028% among 370,000 | Potency, µM (series often up to 76.9 µM), without a hit: at the highest dose FP activity, negative = inhibition, actives largely listed as inhibitors | P11308; active = well fitted inhibition curve with a large enough effect in the polarisation, with a control signal flat; inconclusive = small, poorly fitted or top-dose-only effect, or effect the other way, or a change in a side signal; inactive = no such curve, though single readings can be large or run the other way; the % refers to the polarisation;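 note: polarization taken with two DNA probes labelled with fluorescein and Texas red; potency is the fitted concentration of half-maximal effect; % of control where 0% means no effect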
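His-tagged ERG Ets domain (1 uM in the protein solution; 300mM KCl, 50mM Tris-HCl, 1mM EDTA, 1mM DTT, pH 7.5) received compound, then a probe mix of 5 nM fluorescein-DNA and 100nM Texas-615-DNA. Fluorescence polarization was read for both dyes.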
12-LOX inh: inhibitors of human 12S-lipoxygenase ALOX12; purified 12hLO, xylenol orange hydroperoxide absorbance; Potency, µM (top dose mostly 108 µM), for inactives: at the top dose activity change, negative = inhibition, actives largely listed as inhibitors; hit rate 1.1% among 580,000; note: potency is the fitted concentration of half-maximal effect; % is set by controls: 0 for no effect and ±100 for the full control effect
Target sequence (P18054 whole entry, looked up): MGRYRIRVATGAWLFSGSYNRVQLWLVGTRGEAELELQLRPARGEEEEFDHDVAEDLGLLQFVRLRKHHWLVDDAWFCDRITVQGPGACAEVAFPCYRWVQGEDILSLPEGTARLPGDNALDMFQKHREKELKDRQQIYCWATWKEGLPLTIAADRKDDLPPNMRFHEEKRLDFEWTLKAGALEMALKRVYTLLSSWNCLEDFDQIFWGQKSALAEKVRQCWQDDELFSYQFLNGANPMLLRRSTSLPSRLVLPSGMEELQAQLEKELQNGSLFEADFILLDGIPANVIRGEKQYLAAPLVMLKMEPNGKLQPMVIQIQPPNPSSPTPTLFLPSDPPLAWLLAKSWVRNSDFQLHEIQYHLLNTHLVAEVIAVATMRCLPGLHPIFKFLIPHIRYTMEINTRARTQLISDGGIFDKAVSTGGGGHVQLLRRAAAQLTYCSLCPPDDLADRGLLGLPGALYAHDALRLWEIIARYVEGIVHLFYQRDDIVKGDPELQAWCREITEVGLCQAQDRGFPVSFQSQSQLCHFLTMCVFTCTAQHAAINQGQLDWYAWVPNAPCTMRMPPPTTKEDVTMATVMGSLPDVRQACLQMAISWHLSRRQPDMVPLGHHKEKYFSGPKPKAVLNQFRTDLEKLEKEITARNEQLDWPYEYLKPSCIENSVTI
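Hydroperoxide product was detected by ferrous iron/xylenol orange as the 573 to 405 nm absorbance ratio. Arachidonic acid at 40 uM (final) was turned over for 30 min at room temperature by 150 nM human 12hLO, pH 7.0 Hepes buffer, after 15 min compound preincubation.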
POLH inh: DNA polymerase eta (human) inhibition; Potency, µM (top dose mostly 114 µM), inactives show at the highest dose activity change, negative = inhibition, usual class: inhibitors; recombinant Pol eta, fluorescent DNA replication assay; hit rate 1.2% among 390,000; AID 588591; note: potency is the fitted concentration of half-maximal effect; % is set by controls: 0 for no effect and ±100 for the full control effect
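Fluorescent replication assay: 50 nM final substrate added after a 15 min room-temperature compound preincubation with 10 nM enzyme. Signal taken at 0 min and again at 10 min.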
Pol beta inh: blocks human DNA polymerase beta activity; Pol beta primer extension/strand displacement, fluorescence kinetic; Potency, µM (top dose mostly 114 µM), for the others: at the highest dose activity change, negative = inhibition, usual class: inhibitors; hit rate 1.3% among 340,000; AID 485314; note: potency is the fitted concentration of half-maximal effect; % is set by controls: 0 for no effect and ±100 for the full control effect
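10 nM enzyme + cpd, 15 min RT; start with substrate 50 nM final; read 0 min and after 10 min RT. Corrected, normalized data; 4-parameter Hill curve fit.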
APE1 inh: blocks human APE1 abasic DNA cleavage; AID 2517; Potency, µM (doses to about 65.8 µM), for inactives: top-dose activity change, negative = inhibition, actives largely listed as inhibitors; hit rate 0.35% among 350,000; P27695; recombinant APE1, TAMRA/BHQ-2 abasic DNA cleavage fluorescence;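 note: potency is the fitted concentration of half-maximal effect; plate controls were vehicle for no effect and reference inhibitor for full effect; nearly all actives have a fitted effect of over 55% in size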
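Compound pre-exposure to 0.75 nM APE1, 15 min at ambient temperature. Reaction initiated with 50 nM TAMRA/BHQ-2 THF substrate, read immediately in kinetic mode, 525 nm excitation, 598 nm emission.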
Anesthetic bind: binds horse apoferritin like a general anesthetic; hit rate 0.074% among 350,000; P02791; Potency, µM (highest dose often 77.5 µM), for the others: at the top dose activity change, negative = displacement, hits mostly inhibitors; apoferritin/1-aminoanthracene competitive binding, fluorescence; AID 485281; note: potency is the fitted concentration of half-maximal effect; % is set by controls: 0 for no effect and ±100 for the full control effect; nearly all actives have a fitted effect of over 20% in size
Target sequence (P02791 2-175 limits assumed): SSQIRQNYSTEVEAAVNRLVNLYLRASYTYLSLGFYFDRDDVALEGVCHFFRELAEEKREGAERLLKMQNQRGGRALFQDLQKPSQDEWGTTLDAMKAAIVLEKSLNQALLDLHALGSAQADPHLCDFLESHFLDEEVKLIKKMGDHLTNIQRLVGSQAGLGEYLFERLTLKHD
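Read-out: endpoint 1-AMA fluorescence, excitation 380 nm and emission 535 nm, after compounds sit 10 min at room temperature with 10 uM horse-spleen apoferritin in 50% saturated 1-AMA/PBS. Values come from four-parameter Hill fits.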
Numbers without * were called inactive; u = inconclusive; x = no result given; & = joins results of further samples; [ ] = another dose, or the depositor's remark. Unless noted, calls come from the whole dose curve; as a rule, active = well fitted curve in the direction sought with a large enough effect; inconclusive = small, poorly fitted or top-dose-only effect, or another doubt; inactive = no such curve, though single readings can be large; an effect the other way counts as inactive or inconclusive.

nr | molecule | Anesthetic bind | ERG Ets-DNA blk | LDHA inh | APE1 inh | POLH inh | Pol kappa inh | 12-LOX inh | Pol beta inh | RGS4 inhibitor
1 | COC(=O)C1=C(C)NC(=O)NC1c1ccccc1Cl (centres undefined) | -7% | -1% | -7 | -5% | -3% | -15% | 99%[activator] | 36% | 33%
2 | CN(C(=O)COC(=O)CNS(=O)(=O)/C=C/c1ccccc1)C1CCS(=O)(=O)C1 (centres undefined) | -8% | -2% | 1 | 2% | -12% | 3% | 0% | 2% | -13%
3 | COc1ccc(C(=O)NCCc2cc3ccc(C)c(C)c3[nH]c2=O)cc1OC | -8% | -22% | 0 | 0% | 3% | -9%[60.1 µM] | -2% | -1% | -15%
4 | COc1ccccc1OCC(=O)N(Cc1ccc(Cl)cc1)CC1CCCO1 (centres undefined) | -5% | -3% | -9 | x | -20% | -11% | -22% | -20% | 12%
5 | CCn1c(C)cc(/C=C2\NC(=O)N(Cc3ccc(Cl)cc3)C2=O)c1C | -11% | -5% | 2 | -4% | 0% | -22% | -10% | 20% | -3%
6 | Cc1ccc(N(CC(=O)Nc2cccc(Cl)c2C)S(=O)(=O)c2c(C)noc2C)cc1 | 3% | -1% | -3 | x | -20% | 4% | 0% | -11% | -7%
7 | COc1ccccc1NC(=O)N1CCCC1C(=O)NC1CCCCC1 (centres undefined) | -9% | -10% | 0 | 0% | 9% | 4% | -22% | 6% | 9%
8 | Cc1cc(C)cc(NC(=O)C2C3C=CC4(O3)C2C(=O)N(CCCN2CCCCC2)C4C(=O)NC2CCCCC2)c1 (centres undefined) | -6% | 16% | -3 | 29% | -5% | -2% | 15% | 11% | 6%
9 | COc1ccc(NC(=O)CCCS(=O)(=O)c2nc(-c3ccc(OC)c(OC)c3)cc(C(F)(F)F)n2)cc1OC | -18% | -3% | 7 | x | -8% | -7% | -19% | 6% | -34%
10 | O=C(O)c1ccccc1C(=O)Nc1ccc(S(=O)(=O)NC2CCCCC2)cc1 | -17% | -5% | -7 | 6% | -25% | 4% | 1% | 5% | -12%
11 | COc1ccc(C)c2sc(N(CCCN(C)C)C(=O)c3ccc4c(c3)OCCO4)nc12 | x | -9% | -3 | -23% | -4% | -13% | 0% | x | -16%
12 | CN(C)CCN(C(=O)c1cccc2ccccc12)c1nc2cc3c(cc2s1)OCO3 | -2% | -9% | 1 | -3% | -2% | -4% | u | 0% | -9%
13 | CC1CC(c2ccccc2)n2nc(NC(=O)c3ccco3)nc2N1 (centres undefined) | 0% | 4% | -1 | 8% | -4% | -5% | u | 33% | 22%
14 | CCn1c(=O)c(=O)n(CC)c2cc(N3CCCCC3)c(NC(=O)c3ccc(OC)c(OC)c3)cc21 | 7% | -1% | 13 | x | 3% | -9% | -23% | 17% | 8%
15 | CSc1ncc(CO)n1Cc1ccccc1 | -6% | 5% | -1 | 20% | -13% | -9% | 9% | 36%[activator] | -10%
16 | O=C(COC(=O)C12CC3CC(CC(C3)C1)C2)N1CCN(S(=O)(=O)c2ccccc2)CC1 | -10% | -5% | -1 | -3% | -6% | -21% | 27% | -8% | 21%
17 | CN(C(=O)C1CCCN(S(=O)(=O)c2cccc([N+](=O)[O-])c2)C1)C1CCS(=O)(=O)C1 (centres undefined) | -2% | -16% | -2 | -16% | -3% | 1% | u | 2% | -9%
18 | COc1ccc(S(=O)(=O)N2CCN(C(=O)/C=C/c3ccco3)CC2)cc1 | x | 12% | 1 | 24% | 50µM* | u | u | x | u
19 | COc1cc(NC(=O)Cn2ccsc2=N)c(C)cc1[N+](=O)[O-] | 1% | 9% | 2 | -5% | -11% | 15% | -4% | 0% | -31%[56.9 µM]
20 | COc1ccc(/[N+]([O-])=C/c2ccco2)cc1 | x | -4% | 13 | 10% | 89µM* | -14% | u | x | -30%
21 | O=c1oc2ccccc2cc1-c1ccc(O)cc1O | -13% | 6% | 3 | 0% | -20% | -1% | 0% | 0% | -3%
22 | O=C(O)C(=O)/C(=C\c1cccc(Cl)c1)c1ccc2ccccc2n1 | -9% | 1% | -4 | 1% | -12% | -1% | u | 7% | 7%
23 | CNc1nc(C)c(C(=O)OCC(=O)OC)s1 | -11% | -4% | -4 | 1% | -16% | -1% | 0% | -2% | 9%
24 | Cc1cc(S(=O)(=O)c2ccc([N+](=O)[O-])cn2)ccc1Br | x | -5% | -2 | x | 5% | -13% | 124%[activator] | x | -11%
25 | Cc1nnc(NC(=O)CN2CC(C)OC(C)C2)s1 (centres undefined) | -4% | -9% | 0 | 0% | -2% | -2% | 9% | -3% | 5%
26 | CC1(C(=O)O)CC(C)(C(=O)O)CC(C)(C(=O)O)C1 (centres undefined) | 11% | -12% | -5 | -1% | 1% | -16% | 261%[activator] | 8% | 42%
27 | COc1ccc(OC)c(NC(=O)CSC2=NCCS2)c1 | -10% | -2% | -4 | 0% | -9% | -7% | 0% | 4% | 0%
28 | CCCCOc1cccc(C2C(C(=O)c3cccs3)=C(O)C(=O)N2Cc2cccnc2)c1 (centres undefined) | -10% | -2% | 1 | 4% | -14% | -4% | -4% | 33% | -11%
29 | O=C(NCC(c1ccccc1)c1ccccc1)c1nn(-c2ccccc2F)nc1CO | 38%[activator] | -5% | 2 | x | -12% | 6% | -24% | 26% | 3%
30 | CCCCNC(=O)[C@@H]1CSC2c3ccccc3C(=O)N21 (some centres undefined) | -5% | 0% | -6 | 53% | -10% | 6% | 2% | 2% | -11%

Three entries from above, field by field.
22. O=C(O)C(=O)/C(=C\c1cccc(Cl)c1)c1ccc2ccccc2n1
  Anesthetic bind: -9% | ERG Ets-DNA blk: 1% | LDHA inh: -4 | APE1 inh: 1% | POLH inh: -12% | Pol kappa inh: -1% | 12-LOX inh: u | Pol beta inh: 7% | RGS4 inhibitor: 7%
21. O=c1oc2ccccc2cc1-c1ccc(O)cc1O
  Anesthetic bind: -13% | ERG Ets-DNA blk: 6% | LDHA inh: 3 | APE1 inh: 0% | POLH inh: -20% | Pol kappa inh: -1% | 12-LOX inh: 0% | Pol beta inh: 0% | RGS4 inhibitor: -3%
20. COc1ccc(/[N+]([O-])=C/c2ccco2)cc1
  Anesthetic bind: x | ERG Ets-DNA blk: -4% | LDHA inh: 13 | APE1 inh: 10% | POLH inh: 89µM* | Pol kappa inh: -14% | 12-LOX inh: u | Pol beta inh: x | RGS4 inhibitor: -30%

(list continues)
nr | molecule | Anesthetic bind | ERG Ets-DNA blk | LDHA inh | APE1 inh | POLH inh | Pol kappa inh | 12-LOX inh | Pol beta inh | RGS4 inhibitor
31 | COc1ccc(CN2CCNC(=O)C2CC(=O)N(C)CCc2cnn(C)c2)c(F)c1 (centres undefined) | -6% | -2% | -20 | 3% | -13% | -4% | -28% | 32% | 29%
32 | CN(c1cccc(NC(=O)c2ccccc2N(C)S(=O)(=O)c2ccccc2)c1)S(C)(=O)=O | 1% | 3% | 0 | -2% | -27% | -10% | -12% | 0% | 9%
33 | Cc1cccc(NC(=S)N(CCCN2CCOCC2)C(C)c2cc3ccccc3o2)c1C (centres undefined) | -11% | 6% | -2 | 2% | -15% | -7% | -6% | 1% | -4%
34 | CCCN1C[C@H](CSC)C[C@@H]2c3cccc4[nH]cc(c34)C[C@H]21 | 2% | u | 2 | 7%&-4%&-4%&3% | -4% | -6%[60.1 µM] | u | 8%[57.1 µM] | u
35 | Cc1ccc(CNC(=O)NCc2noc3ccc(C)cc23)cc1 | -15% | -7% | 3 | x | -21% | 5% | 3% | 1% | 9%
36 | COc1ccccc1NS(=O)(=O)c1cccc2cccnc12 | -9% | 12% | 0 | 3% | -1% | 11% | -3% | u | 0%
37 | CC(NCC(=O)Nc1ccccc1C(=O)NC1CC1)c1ccc(S(N)(=O)=O)cc1 (centres undefined) | x | -1% | -33* | 12% | 0% | -11% | -37% | x | -4%
38 | COc1nc(-c2ccccc2)c2cc(Br)ccc2n1 | x | -3% | -3 | x | -26% | -7% | 203%[activator] | x | -17%
39 | CC1=C(C(=O)Nc2cccc(Cl)c2)C2(CCCCCC2)OC1=O | -5% | 8% | -5 | x | -10% | -7%[60.1 µM] | -24% | 1% | -8%
40 | CCc1ccc(-n2c(CSc3nnnn3-c3ccccc3)nc3ccccc3c2=O)cc1 | -10% | -1% | -4 | 2% | -22% | -10% | 52%[activator] | 1% | -33%[11.4 µM]
41 | O=c1c2ccccc2ncn1/N=C/c1ccccc1 | -3% | 5% | -14 | 44%[activator] | 1% | -2% | 8% | 1% | 7%
42 | COC(=O)c1cccc(NC(=O)c2nn(C(C)C)c(=O)c3ccccc23)c1 | -7% | -1% | -7 | -4% | -18% | -6% | 20% | u | 16%
43 | O=C(NNC1=NCCC1)c1cccc(S(=O)(=O)N2CCOCC2)c1 | 7% | 4% | 5 | 13% | 8% | 1% | 5% | -1% | 15%
44 | Cc1ccc(NC(=O)CN2C(=O)COc3ccc(S(=O)(=O)N4CCCCCC4)cc32)cc1C | -4% | 8% | -8 | x | u | -8% | -20% | 27% | 7%
45 | CC12CCC(C(=O)NCc3cccnc3)(OC1=O)C2(C)C (centres undefined) | -8% | -2% | -2 | -1% | -2% | -13% | 1% | -1% | 3%

Bioassay records from PubChem BioAssay.

Not all compounds are listed; the hit share may differ from the screen's.
